eIF4E-4G inh – inhibitors of eIF4E and eIF4G interaction in translation initiation. P63073+Q04637. TR-FRET eIF4E-eIF4GI(517-606) binding, 2 h. inhibition, % at 21.7 µM. actives 0.37% (n = 220,000). AID 782;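 active = inhibition above about 30%, limit read from the data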;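 also: 0% = full FRET control wells and 100% = background wells lacking eIF4GI fragment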
Tb hexokinase – blocks Trypanosoma brucei hexokinase 1 activity | inhibition, % at 10 µM | actives 0.11% (n = 220,000) | recombinant TbHK1, G6PDH-coupled NADH A340;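 active = inhibition of 50% or more in the single-dose primary screen; inactive = inhibition below 50%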
EP2 mod – modulators of human EP2 prostaglandin E2 receptor | P43116 | actives 0.83% (n = 260,000) | AID 940 | induction, % at 25 µM | EP2-expressing cells, cAMP HTRF FRET, PGE2 co-stimulation;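 active = compounds whose cAMP rise, as percent of the full-agonist control response, exceeds 60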;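 also: rat C6 glioma line stably carrying human EP2 under a CMV promoter; the protocol text gives 20 µM as final concentration; 100% = response of wells given 1 µM PGE2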
Target sequence (P43116 whole entry, looked up): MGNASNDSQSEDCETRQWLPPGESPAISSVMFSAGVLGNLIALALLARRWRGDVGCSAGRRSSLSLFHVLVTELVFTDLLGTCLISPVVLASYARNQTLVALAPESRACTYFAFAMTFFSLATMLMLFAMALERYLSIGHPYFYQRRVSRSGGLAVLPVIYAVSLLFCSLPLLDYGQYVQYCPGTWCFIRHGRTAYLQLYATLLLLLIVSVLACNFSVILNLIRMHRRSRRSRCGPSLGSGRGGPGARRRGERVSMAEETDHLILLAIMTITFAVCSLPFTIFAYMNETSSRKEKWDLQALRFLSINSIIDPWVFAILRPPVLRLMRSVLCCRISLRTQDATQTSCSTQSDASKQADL
PGE2 EP2 inh – inhibitors of human EP2 prostaglandin E2 receptor. P43116. C6 glioma cells expressing human EP2, cAMP TR-FRET; cells stimulated with saturating PGE2. inhibition, % at 25 µM. actives 0.52% (n = 260,000). AID 1422;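 active = percent inhibition above 40 after rounding to a whole number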;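 also: rat C6 glioma host cells with rolipram phosphodiesterase inhibitor present; the protocol text gives 20 µM as final concentration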
zVAD death inh – blocks zVAD induced death of L929 cells | L929 zVAD necroptosis rescue, ATP luminescence, 24 h; with zVAD 60 µM | viability rescue, % at 10 µM | actives 0.38% (n = 220,000) | AID 1377;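 active = activation, scaled between plate controls, above about 75%, limit read from the data; inactive = activation under that limit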;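 also: 0% = zVAD with DMSO and 100% = DMSO alone without zVAD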
Rad51 HR inh – blocks human Rad51 in homologous recombination. Q06609. hRad51 DNA strand exchange, fluorescence dequenching. inhibition, % at 10 µM. actives 0.085% (n = 200,000);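 active = inhibition above 40% at the single screening dose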;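 also: 0% = DMSO control wells and 100% = blanks with heterologous ssDNA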
Target sequence (Q06609 whole entry, looked up): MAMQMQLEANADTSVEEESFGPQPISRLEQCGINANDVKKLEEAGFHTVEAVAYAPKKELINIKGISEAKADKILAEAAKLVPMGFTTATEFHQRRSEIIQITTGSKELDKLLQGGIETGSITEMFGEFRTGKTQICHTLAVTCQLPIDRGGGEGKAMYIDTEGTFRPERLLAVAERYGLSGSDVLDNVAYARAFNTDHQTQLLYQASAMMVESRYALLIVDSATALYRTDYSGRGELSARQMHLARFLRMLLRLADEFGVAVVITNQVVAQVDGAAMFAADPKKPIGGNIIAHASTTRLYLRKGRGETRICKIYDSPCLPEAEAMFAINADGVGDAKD
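Test system: preformed human Rad51 ssDNA filaments; also added: Donor/quencher-labelled 47-bp dsDNA substrate; doses: 10 µM final, single point; times: 37 °C 15-min filament assembly, 30-min compound preincubation, 15-min exchange; detection: FRET fluorescence dequenching, excitation 485 nm, emission 520 nm; read-out basis: Fluorescence-based percent inhibition, control- and blank-normalised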
m-calpain inh – calpain II (pig) inhibition; AID 1236; actives 0.37% (n = 220,000); inhibition, % at 16 µM; purified calpain II, fluorogenic peptide substrate, 30 min;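 active = inhibition above about 50%, limit read from the data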
Hck Nef HTS – human Hck-Nef kinase inhibition; inhibition, % at 20 µM; actives 0.68% (n = 220,000); Recombinant Hck-YEEI plus Nef, Z-Lyte FRET kinase assay; P08631; AID 463187;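 active = Hck-Nef kinase inhibition above about 50%, limit read from the data; inactive = inhibition below that limit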;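 also: 0% = DMSO with Hck plus Nef and 100% = Hck alone without Nef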
14-3-3 Bad PPI – disrupts binding of bovine 14-3-3 zeta to phospho-Bad peptide. P63103. TR-FRET 14-3-3zeta/Dy647-pBad peptide displacement, 1 h. inhibition, % at 21.7 µM. actives 0.71% (n = 220,000). AID 781;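 active = inhibition above about 70%, limit read from the data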;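 also: 0% = full 14-3-3 plus peptide FRET controls and 100% = background without 14-3-3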
Target sequence (P63103 whole entry, looked up): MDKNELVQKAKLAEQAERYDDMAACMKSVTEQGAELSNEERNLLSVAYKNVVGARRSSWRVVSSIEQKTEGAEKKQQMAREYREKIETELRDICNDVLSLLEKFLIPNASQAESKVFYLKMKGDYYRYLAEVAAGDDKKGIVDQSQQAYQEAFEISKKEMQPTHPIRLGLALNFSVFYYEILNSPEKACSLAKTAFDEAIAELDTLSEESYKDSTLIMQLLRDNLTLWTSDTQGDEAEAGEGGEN
* = called active by the depositor; i = inactive; · = no result given; [ ] = dose if it differs, or a comment. Not all compounds are listed; the hit share may differ from the screen's.

SMILES	eIF4E-4G inh	Tb hexokinase	EP2 mod	PGE2 EP2 inh	zVAD death inh	Rad51 HR inh	m-calpain inh	Hck Nef HTS	14-3-3 Bad PPI
N#Cc1c(NC(=O)CSc2nc3c(c(C(F)(F)F)n2)CCc2ccccc2-3)sc2c1CCCC2	-1	-6	9	8	0.3	7	-104	1	5
O=C(CCNC(=O)c1ccccc1Cl)NCC12CC3CC(CC(C3)C1)C2	-5	0	25	8	2.0	-3	15	3	3
CN(C(=O)CSc1nnc2ccccn12)c1c(N)n(Cc2ccccc2)c(=O)[nH]c1=O	-2	-3	20	7	0.6	0	13	1	-1
O=[N+]([O-])c1ccc(Cl)c(/C=N/n2c(C3CCCCC3)n[nH]c2=S)c1	-2	9	-3	6	-0.9	4	31	10	6
CCCc1ccc2c(N)c(C#N)sc2n1	·	-27	·	26	1.5	-18	·	2	·
Cc1c(Cl)cnc(NC(=O)COC(=O)c2ccc3ncsc3c2)c1Cl	5[fluorescence artefact?]	33	-5	9	1.9	-46	-20	4	70*
O=[N+]([O-])c1ccc(Cl)cc1N1CCCC1	2	-6	59	7	1.2	6	7	20	-25
C=CCn1c(O)c(N=NC(=S)Nc2ccccc2F)c2cc(S(=O)(=O)N3CCOCC3)ccc21	1	3	-20	4	0.7	-18	-148	26	-9
CC1=C(C)CC(C(=O)NCC(=O)c2ccccc2)C(C(=O)O)C1 (stereo not given)	1	3	13	29	1.2	·	5	0	-4[fluorescence artefact?]
CS(=O)(=O)Nc1ccccc1C(=O)O	-2	3	21	14	0.6	0	-9	-12	3
CCc1ccc(C2c3[nH]c4ccccc4c3CCN2C(=O)CNC(N)=O)cc1 (stereo not given)	3	-6	-18	1	-0.6	·	-28	-5	-2
CCN(CC)C(=O)Oc1ccc2ccccc2c1Cl	3	23	-38	8	0.5	·	35	4	12

One compound at a time (already shown).
CN(C(=O)CSc1nnc2ccccn12)c1c(N)n(Cc2ccccc2)c(=O)[nH]c1=O is listed as eIF4E-4G inh = -2; Tb hexokinase = -3; EP2 mod = 20; PGE2 EP2 inh = 7; zVAD death inh = 0.6; Rad51 HR inh = 0; m-calpain inh = 13; Hck Nef HTS = 1; 14-3-3 Bad PPI = -1
CCN(CC)C(=O)Oc1ccc2ccccc2c1Cl is listed as eIF4E-4G inh = 3; Tb hexokinase = 23; EP2 mod = -38; PGE2 EP2 inh = 8; zVAD death inh = 0.5; Rad51 HR inh = ·; m-calpain inh = 35; Hck Nef HTS = 4; 14-3-3 Bad PPI = 12

(listing goes on)
SMILES	eIF4E-4G inh	Tb hexokinase	EP2 mod	PGE2 EP2 inh	zVAD death inh	Rad51 HR inh	m-calpain inh	Hck Nef HTS	14-3-3 Bad PPI
COc1cccc(N(CC(=O)NCCSc2ccc(Cl)cc2)S(C)(=O)=O)c1	1	-3	0	5	-0.3	-8	-21	-1	1
CCCCc1ccc(-c2nc(-c3ccncc3)no2)cc1	4	-2	51	7	0.7	1	4	1	1
COC(=O)c1ccc(NS(=O)(=O)c2cc(C)ccc2OC)cc1	-6[fluorescence artefact?]	-3	-8	-4	-1.0	5	11	6	-17[fluorescence artefact?]
CCCCn1c(CN2CCN(C)CC2)nc2ccccc21	7[fluorescence artefact?]	2	11	5	-0.5	0	-9	-2	8[fluorescence artefact?]
CCN(C(=O)Cn1cc(C(F)(F)F)ccc1=O)c1c(N)n(Cc2ccccc2)c(=O)[nH]c1=O	-3	1	7	10	2.2	-6	-7	19	-9
CCc1ccc(C(=O)COC(=O)C(CCSC)NC(=O)c2ccccc2)cc1 (stereo not given)	5	25	39	7	-0.8	·	34	0	20
O=C(COc1cccc2ccccc12)Nc1nc2ccccc2[nH]1	-1	-7	-58	36	0.2	-7	18	-2	-3[fluorescence artefact?]
Cn1c(N)c(C(=O)COC(=O)COc2ccc(C#N)cc2)c(=O)n(C)c1=O	4	-13	-16	15	0.2	7	27	-4	5
O=C(Cc1cccc2ccccc12)Nc1cccnc1	2	11	-13	6	-0.2	3	17	-15	6
Cn1ccnc1C(=O)c1ccc(Cl)c(S(=O)(=O)N2CCOCC2)c1	6	-10	4	8	-0.3	-3	20	1	5
O=C(COc1ccccc1[N+](=O)[O-])N1CCN(S(=O)(=O)c2ccccc2)CC1	2	2	-3	3	0.0	-7	-7	6	-19
COC(=O)c1cnc(NNS(=O)(=O)c2ccc(Cl)cc2)nc1C(F)(F)F	9	-7	17	0	-0.3	16	-12	25	2
c1ccc(-c2ccccc2OCCCN2CCCCC2)cc1	-4	-3	15	18	0.1	21	-5	-9	18
Cc1ccc(NC(=O)c2cnccn2)cc1	-2	-5	11	6	2.3	7	-25	2	37
O=C(Nc1ccncc1)c1c(F)cccc1F	-5	0	11	9	-0.6	-8	-17	1	4
Cc1ccc(C(C(=O)NC2CCCC2)N(C(=O)Cc2cccs2)c2ccc(C)c(C)c2)o1 (stereo not given)	10	-4	33	3	-0.3	-3	63*	1	12
COCc1cc(=O)n2[nH]c(C)nc2n1	-4	-8	24	9	1.9	-6	-54	-5	6[fluorescence artefact?]
NC(=O)c1ccc(Sc2nnc(-c3cccs3)n2CC2CCCO2)c([N+](=O)[O-])c1 (stereo not given)	0	-14	-2	4	0.1	-5	1	4	-2
COc1cccc(C(=O)n2ccc(-c3cccs3)n2)c1	-4	0	6	8	1.4	14	-14	-53	1
CC(=O)Nc1nnc(SCc2cc(=O)c(OC(=O)c3ccccc3)co2)s1	0	-5	-14	4	-0.6	·	-15	2	0
COc1ccc2cc(C(=O)C3CCCN(Cc4cccc(C)n4)C3)ccc2c1 (stereo not given)	-1	-35	-48	2	-0.6	19	i	12	-13
O=C(COc1cccc2ccccc12)NNC(=O)c1cccs1	-4	-2	-20	·	0.3	·	33	-1	-14
CCCNC(=O)COC(=O)/C=C/c1ccc(C)o1	2	-32	-4	7	-0.4	-11	20	10	-6
Cc1ccc(C(=O)N/N=C\c2cc3c(cc2Br)OCO3)s1	7[fluorescence artefact?]	-16	23	11	0.8	·	-26	4	19
CCOC(=O)C(NC(=O)CC)(Nc1ccc(S(=O)(=O)Nc2cc(C)on2)cc1)C(F)(F)F (stereo not given)	4	3	0	9	-0.5	-3	-16	0	-5
O=C1CC(SC2=NCCS2)C(=O)N1c1ccc(Cl)cc1 (stereo not given)	-1	34	-17	7	0.8	-13	-3	0	-9[fluorescence artefact?]
Cn1c(C(=O)N2CCC(C(=O)N3CCN(Cc4ccc5c(c4)OCO5)CC3)CC2)cc2sccc21	-1	-7	0	10	0.3	2	-9	-3	-8
CNC(=O)COc1ncnc2scc(-c3ccc(F)cc3)c12	-5	9	-2	8	0.6	-7	-13	12	4
O=c1[nH]c2ccc(Cl)cc2c(-c2ccccc2)c1SC(=S)N1CCCCC1	-7[fluorescence artefact?]	-10	2	15	-0.5	0	-140	-8	-21
CCOC(=O)CSc1nnc2n(C3CCCCC3)c(=O)c3c4c(sc3n12)CCCC4	-4	3	66*	6	3.5	1	31	5	2
COC(=O)c1cc(Cc2ccc(N)c(C(=O)OC)c2)ccc1N	0	-14	18	8	-0.2	14	-21	2	4
N#CC1=C(SCc2ccc(C#N)cc2)N=C(N)C(c2nc(-c3ccccc3)cs2)C12CCCCC2 (stereo not given)	3	-18	-4	4	1.8	3	-47	-19	0
CCCCCC(=O)NC(Nc1ccc(S(N)(=O)=O)cc1)C(Cl)(Cl)Cl (stereo not given)	5	3	6	4	0.1	0	10	5	0
CCN(CC)S(=O)(=O)c1ccc(C(=O)N2CCCCC2)cc1	6[fluorescence artefact?]	1	9	5	0.3	-1	-29	1	-3[fluorescence artefact?]
COc1ccc(S(=O)(=O)N2CCCC2C(=O)Nc2ccc(C(C)=O)cc2)cc1 (stereo not given)	-2	4	-54	5	1.6	-2	-15	-2	0
COc1ccc(NC(=O)c2cc([N+](=O)[O-])ccc2N2CCCC2)cc1	2	-3	-12	7	-0.3	·	-3	12	-5

A draw from above in order of formula weight, highest first.
SMILES	eIF4E-4G inh	Tb hexokinase	EP2 mod	PGE2 EP2 inh	zVAD death inh	Rad51 HR inh	m-calpain inh	Hck Nef HTS	14-3-3 Bad PPI
Cn1c(C(=O)N2CCC(C(=O)N3CCN(Cc4ccc5c(c4)OCO5)CC3)CC2)cc2sccc21	-1	-7	0	10	0.3	2	-9	-3	-8
CCOC(=O)C(NC(=O)CC)(Nc1ccc(S(=O)(=O)Nc2cc(C)on2)cc1)C(F)(F)F (stereo not given)	4	3	0	9	-0.5	-3	-16	0	-5
CCN(C(=O)Cn1cc(C(F)(F)F)ccc1=O)c1c(N)n(Cc2ccccc2)c(=O)[nH]c1=O	-3	1	7	10	2.2	-6	-7	19	-9
CCOC(=O)CSc1nnc2n(C3CCCCC3)c(=O)c3c4c(sc3n12)CCCC4	-4	3	66*	6	3.5	1	31	5	2
COC(=O)c1cnc(NNS(=O)(=O)c2ccc(Cl)cc2)nc1C(F)(F)F	9	-7	17	0	-0.3	16	-12	25	2
O=C(COc1ccccc1[N+](=O)[O-])N1CCN(S(=O)(=O)c2ccccc2)CC1	2	2	-3	3	0.0	-7	-7	6	-19
CC(=O)Nc1nnc(SCc2cc(=O)c(OC(=O)c3ccccc3)co2)s1	0	-5	-14	4	-0.6	·	-15	2	0
COc1ccc2cc(C(=O)C3CCCN(Cc4cccc(C)n4)C3)ccc2c1 (stereo not given)	-1	-35	-48	2	-0.6	19	i	12	-13
Cn1ccnc1C(=O)c1ccc(Cl)c(S(=O)(=O)N2CCOCC2)c1	6	-10	4	8	-0.3	-3	20	1	5
COc1ccc(NC(=O)c2cc([N+](=O)[O-])ccc2N2CCCC2)cc1	2	-3	-12	7	-0.3	·	-3	12	-5
O=C(COc1cccc2ccccc12)NNC(=O)c1cccs1	-4	-2	-20	·	0.3	·	33	-1	-14
CCN(CC)S(=O)(=O)c1ccc(C(=O)N2CCCCC2)cc1	6[fluorescence artefact?]	1	9	5	0.3	-1	-29	1	-3[fluorescence artefact?]
CCCCn1c(CN2CCN(C)CC2)nc2ccccc21	7[fluorescence artefact?]	2	11	5	-0.5	0	-9	-2	8[fluorescence artefact?]
CCCc1ccc2c(N)c(C#N)sc2n1	·	-27	·	26	1.5	-18	·	2	·

More entries follow:
SMILES	eIF4E-4G inh	Tb hexokinase	EP2 mod	PGE2 EP2 inh	zVAD death inh	Rad51 HR inh	m-calpain inh	Hck Nef HTS	14-3-3 Bad PPI
c1ccc2nc(N3CCOCC3)c(N3CCOCC3)nc2c1	-6	-14	0	14	0.8	1	-29	1	2[fluorescence artefact?]
Nc1nnc(CSCc2ccc(Cl)cc2)s1	2	0	19	5	·	·	24	-3	0
O=C(NC(=S)Nc1ccc2c(c1)OCCO2)c1ccco1	1	-4	-47	10	0.2	2	-3	24	0
Fc1ccc(CN2CCCCCC2)c(F)c1	-3	2	1	1	1.1	-2	4	-1	26
Brc1ccccc1-n1nnc(-c2nccs2)n1	0	-10	2	6	0.1	2	7	23	2
O=C(COc1ccc(Cl)cc1Cl)Nc1ccc(S(=O)(=O)NC2=NCCCCC2)cc1	1	7	-12	5	2.1	2	-11	1	3[fluorescence artefact?]
COc1cc(S(=O)(=O)N2CCCCC2)c(OC)cc1Br	5	1	16	4	0.8	·	-4	11	-3
O=S(=O)(CC(c1ccccc1)N1CCCCC1)c1ccc(Cl)cc1 (stereo not given)	2	1	23	6	-0.5	-12	20	1	4

Screening data as filed in PubChem BioAssay.
